# Bioassay records: PubChem BioAssay, National Center for Advancing Translational Sciences (NCATS)
# RORgamma inh: blocks mouse ROR gamma transcriptional activity | P51450 | Drosophila S2 Gal4-RORgamma UAS-luciferase reporter, 20 h | Potency, µM (top dose mostly 53.6 µM), for the others: at the highest dose activity change, negative = inhibition, actives largely listed as inhibitors | hit rate 5.4% among 310,000 | AID 2551; note: potency is the fitted concentration of half-maximal effect; % is set by controls: 0 for no effect and ±100 for the full control effect; nearly all actives have a fitted effect of over 60% in size
#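 In this cell-based reporter format, copper sulfate (700 uM final) drives Gal4–ROR gamma fusion expression from a metallothionein promoter in Drosophila Schneider cells; compounds preincubated 1 hr, reporter read after 20 hr at ambient temperature.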
# p53 reactivation: mutant p53 re-activation in reporter cells | H1299 p53-A138V BP100-luciferase reporter, luminescence, 24 h | Potency, µM (top dose mostly 92.2 µM), inactives show at the top dose activity change, positive = activation, actives largely listed as activators | hit rate 0.063% among 320,000 | AID 504706; note: potency is the fitted concentration of half-maximal effect; % of control where 0% means no effect; nearly all actives have a fitted effect of over 45% in size
#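 H1299 (p53-null), stable ts p53-A138V + BP100-Luc; 1000 cells/well, Opti-MEM/10% FBS; cpd 4 pt, 1:5; 24 h, 37 deg C, 5% CO2; detection reagent 10 min RT; luminescence.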
# Menin MLL FP TR: inhibitors of human menin-MLL interaction, mutant MLL peptide | O00255 | Menin + Texas Red MLL mutant peptide, fluorescence polarization | Potency, µM (titrated, usually from 61.6 µM), inactives show at the top dose FP activity change, negative = inhibition, actives largely listed as inhibitors | hit rate 0.23% among 270,000 | AID 1768; active = well fitted inhibition curve with a large enough effect in the polarisation, with a control signal flat, not every such curve was filed as active; inconclusive = small, poorly fitted or top-dose-only effect, or effect the other way, or a change in a side signal; inactive = no such curve, though single readings can be large or run the other way; the % refers to the polarisation; note: potency is the fitted concentration of half-maximal effect; % of control where 0% means no effect; many of its hits are not listed in these tables
# Target sequence (O00255 whole entry, looked up): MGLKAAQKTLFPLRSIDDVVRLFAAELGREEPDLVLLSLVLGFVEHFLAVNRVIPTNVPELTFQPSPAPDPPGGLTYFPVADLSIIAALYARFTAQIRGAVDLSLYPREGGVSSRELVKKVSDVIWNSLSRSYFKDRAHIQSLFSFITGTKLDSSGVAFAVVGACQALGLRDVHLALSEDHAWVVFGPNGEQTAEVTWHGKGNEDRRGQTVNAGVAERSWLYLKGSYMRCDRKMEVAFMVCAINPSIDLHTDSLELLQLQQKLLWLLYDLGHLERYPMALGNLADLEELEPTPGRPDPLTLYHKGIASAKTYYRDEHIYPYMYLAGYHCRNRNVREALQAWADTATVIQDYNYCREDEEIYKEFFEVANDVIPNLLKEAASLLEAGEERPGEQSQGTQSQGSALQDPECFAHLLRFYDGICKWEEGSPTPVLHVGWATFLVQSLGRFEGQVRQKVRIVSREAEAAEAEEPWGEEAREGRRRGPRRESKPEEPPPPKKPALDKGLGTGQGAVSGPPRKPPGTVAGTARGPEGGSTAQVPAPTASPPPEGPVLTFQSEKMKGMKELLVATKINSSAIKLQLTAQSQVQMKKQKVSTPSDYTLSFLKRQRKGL
# ELG1 genotoxic: induces genotoxicity in HEK293T cells with luciferase-tagged ELG1 | hit rate 1.3% among 330,000 | HEK293T ELG1-luciferase reporter, luminescence, 16 h | Potency, µM (series often up to 46 µM), inactives show at the top dose activity change, positive = activation, actives largely listed as activators; note: potency is the fitted concentration of half-maximal effect; % of control where 0% means no effect; nearly all actives have a fitted effect of over 60% in size
#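 DMSO vehicle served as control against compound-treated ELG1-luciferase HEK293T cells; exposure lasted 16 hr at 37 °C and 5% CO2, followed by ONE-Glo luminescence detection after 30 min.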
# PKM2 activator: PKM2 (human) enzyme activation; P14618; purified PKM2, Kinase-Glo ATP luminescence, activation; response scale: 0% is enzyme alone, no compound; Potency, µM (doses to about 57.5 µM), without a hit: at the top dose activation, most hits filed as activators; hit rate 0.34% among 260,000; AID 1631; note: potency is the fitted concentration of half-maximal effect; % is set by controls: 0 for no effect and ±100 for the full control effect; nearly all actives have a fitted effect of over 55% in size
#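 Purified hPK-M2 (>95%) run at intermediate activity with 0.1 mM ADP and 0.5 mM PEP in 50 mM imidazole pH 7.2, KCl, MgCl2; 1 h room temperature. ATP formed read by Kinase-Glo luminescence; normalized to uninhibited and no-enzyme controls.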
# VP16 counter: inhibits Gal4-VP16 luciferase reporter, ROR gamma counter-screen. Drosophila S2 Gal4-VP16 UAS-luciferase, luminescence, 20 h. Potency, µM (series often up to 53.6 µM), without a hit: top-dose activity, negative = inhibition, actives largely listed as inhibitors. hit rate 3.5% among 310,000;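 note: Gal4-VP16 expression switched on by copper sulfate through the metallothionein promoter; potency is the fitted concentration of half-maximal effect; % is set by controls: 0 for no effect and ±100 for the full control effect; nearly all actives have a fitted effect of over 50% in size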
# Giardia killer: kills Giardia lamblia; Giardia lamblia trophozoite viability; activity change, % at 7.66 µM, hits read low; hit rate 0.15% among 340,000; AID 540267; in the data active = activity change below about -80%; inconclusive = between about -30% and that limit;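 note: parasites exposed to compound for two days anaerobically before the ATP read; % is set by controls: 0 for no effect and ±100 for the full control effect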
#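 Each well holds 100 Giardia trophozoites and compound. After two days (48 hrs) at 37 deg C in anaerobic conditions, ATP is quantified by luminescence.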
# Rab9 prom act: activates the Rab9 promoter; AID 485297; Potency, µM (doses to about 9.22 µM), for inactives: at the top dose activation, negative = inhibition, hits mostly activators; hit rate 2.8% among 320,000; Huh7 Rab9 promoter-luciferase reporter, luminescence, 24 h; note: potency is the fitted concentration of half-maximal effect; % of control where 0% means no effect; nearly all actives have a fitted effect of over 60% in size
#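 Using Huh7 cells stably transfected with Rab9 promoter–luciferase, compounds were incubated 24 h at 37 °C, 5% CO2; luciferase luminescence was read 10 min after reagent addition.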
# FLuc counter: inhibits or activates purified firefly luciferase, miR-21 counter-screen | purified FLuc, Km substrates, luminescence inhibition | hit rate 6.9% among 360,000 | Potency, µM (series often up to 57.5 µM), for inactives: at the highest dose activity change, negative = inhibition, hits mostly inhibitors | P08659;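 note: potency is the fitted concentration of half-maximal effect; plate controls were vehicle for no effect and reference inhibitor for full effect; nearly all actives have a fitted effect of over 55% in size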
#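 Biochemical qHTS of compounds, final roughly 60 µM downward over six points, against 10 nM purified firefly luciferase using Km concentrations of substrates (10 uM D-luciferin, 10 uM ATP) in Tris acetate pH 7.5 buffer; luminescence output.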
# NPC1 promoter act: activates the NPC1 promoter; Huh7 NPC1 promoter luciferase reporter, 24 h; Potency, µM (titrated, usually from 9.22 µM), for the others: at the top dose activation, hits mostly activators; hit rate 2.4% among 320,000;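 note: potency is the fitted concentration of half-maximal effect; % of control where 0% means no effect; nearly all actives have a fitted effect of over 60% in size; reporter is driven by a mutant NPC1 promoter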
#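 Huh7 cells stably carrying NPC1 promoter–luciferase, plated in Opti-MEM with 10% FBS for 2 h, were exposed to compound in DMSO for 24 h at 37 °C; luciferase reagent was added for 10 min and luminescence read.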
# BRCA1 expr act: activators of BRCA1 expression; MCF7-BRCA1-FFLuc reporter, luminescence, 48 h; response scale: scaled: vehicle 0%, 10 µM genistein 100%; Potency, µM (top dose mostly 46.1 µM), for the others: at the top dose activation, most hits filed as activators; hit rate 1.1% among 380,000; note: potency is the fitted concentration of half-maximal effect; nearly all actives have a fitted effect of over 80% in size; some results filed as inactive show a strong effect at the top dose
#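 First, MCF7-BRCA1-FFLuc cells (2000/well) attach for 2 h; next, compounds are pin-added and incubated 48 h at 37 °C; finally, luciferase reagent is added and luminescence read after 15 min.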
# * hit, by the source's call; ? = inconclusive; · = no result given; & = joins results of further samples; [ ] = another dose, or the depositor's remark. Unless noted, calls come from the whole dose curve; as a rule, active = well fitted curve in the direction sought with a large enough effect; inconclusive = small, poorly fitted or top-dose-only effect, or another doubt; inactive = no such curve, though single readings can be large; an effect the other way counts as inactive or inconclusive.
SMILES,RORgamma inh,p53 reactivation,Menin MLL FP TR,ELG1 genotoxic,PKM2 activator,VP16 counter,Giardia killer,Rab9 prom act,FLuc counter,NPC1 promoter act,BRCA1 expr act
COc1ccc(Br)c(-c2nc(CS(=O)(=O)c3ccc(F)cc3)no2)c1,16%,6%,·,-6%,-4%,?,-20,12%,-15%,7%,54%
CN1CCN(C(=O)/C(C#N)=C/c2ccc(OC(F)F)cc2)CC1,-18%,6%,·,0%,0%,5%,-10,1%,1%,2%,-11%
Cc1nnc(SC(C)C(=O)NC2CCCc3ccccc32)n1-c1ccccc1 (stereo not drawn),-25%,-8%,-15%,-1%,-2%,1%,-3,-4%,2%,0%,-3%
CCOC(=O)c1nn(-c2ccc(C)c(C)c2)c(=O)c2c(N)scc12,-7%,12%,-7%,1%,-1%,0%,14,10%,1%,-14%,-36%
O=C(N=C1SC2CS(=O)(=O)CC2N1Cc1ccccc1Cl)C1CC1 (stereo not drawn),15%,3%,-2%,1%,·,-3%,6,-1%,0%,-2%,4%
COc1ccc(C(=O)N/N=C/C(=O)c2ccccc2)cc1,·,·,0%,10µM*,-16%,·,-22,?,1.5µM*,2.5µM*,5.6µM*
CC(C)CC1Nc2ccc(C(=O)NCc3ccc4c(c3)OCO4)cc2NC1=O (stereo not drawn),-8%,2%,1%,-1%,1%,0%,-4,-8%,-3%,-2%,-40%
N#CCCC(CCC#N)(CCC#N)c1cc[n+](CCc2ccccn2)cc1,·,-1%,·,3%,·,·,-16,4%,-1%,-1%,3%
O=C(Nc1ccc(Oc2ccccc2)cc1)C1CCN(c2c3c(nc4ncnn24)CCC3)CC1,?,-2%,20%,-10%,-6%,?,-6,-21%,-1%,-3%,-97%[inhibitor]
CC(C)c1ccc(S(=O)(=O)NCc2ccc3c(c2)OCO3)cc1,-7%,6%,2%,0%,-1%,-4%,-6,-10%,-6%,-1%,-2%
NS(=O)(=O)c1ccc(NC(=O)CN2CCCC2)cc1,-32%,-4%,-17%,3%,2%,-7%,-4,-12%,-2%,-8%,-3%
Cc1ccc2cc(C=O)c(N(C)C)nc2c1,9%,32%,-6%,1%,2%,11%,8,-5%,-11%,1%,4%
CC(C)C(=O)OCc1cn(-c2ccc(Cl)c(Cl)c2)nn1,25%,-6%,0%,8%,-7%,-20%,-5,1%,?,0%,9%
CCOc1ccc2cc(C3CC(c4ccco4)=NN3S(=O)(=O)c3ccccc3)c(Cl)nc2c1 (stereo not drawn),16%,-6%,-16%,-1%,-2%,-12%,24,-1%,-8%,0%,-21%
CC(C)(C)NC(=O)C1Cc2ccccc2CN1C(=O)Nc1ccccc1Cl (stereo not drawn),-1%,1%,0%,1%,0%,-1%,-9,3%,0%,-2%,-4%
COc1cc(C(CC(=O)N2CCCC2)c2c(OC)cc(OC)c3ccc(=O)oc23)cc(OC)c1OC (stereo not drawn),2%&12%,-4%,-2%,10%,2%,-4%&7%,-11&6,-7%,0%,-5%,-18%
Cn1nnc(NC(=O)c2ccc(C(C)(C)C)cc2)n1,?,?,9%,?,-4%,-18%,?,1.6µM*,3.4µM*,3.2µM*,19%
CCCCOc1ccc(CSc2n[nH]c(C)n2)cc1,-43%,?,5%,21µM*,7%,?,30,?,?,?,58%
CN(C)C(=O)c1cc(C(=O)c2ccccc2C(F)(F)F)c[nH]1,28%,3%,-27%,-5%,-4%,1%,0,-6%,-4%,-8%,-7%
O=C(NCc1ccc2c(c1)OCO2)c1ccc(Br)s1,-8%,3%,·,0%,11%,2%,-10,20%,?,17%,-37%
N#CCCN1CCN(S(=O)(=O)c2ccc3c(c2)CCC3)CC1,·,13%,·,1%,·,·,-15,2%,4%,-1%,1%
CCCCNC(=O)c1ccccc1NC(=O)c1ccccc1N(C)S(C)(=O)=O,11%,-7%,-4%,-1%,-18%,-1%,-16,-11%,-2%,0%,0%
Cc1ccc(C(C(=O)NCc2ccco2)N(CCc2ccccc2)C(=O)Cn2nnc3ccccc32)o1 (stereo not drawn),33%,7%,-1%,-4%,-1%,3%,9,-2%,12%,-2%,-37%
Cc1cc(C)c(OCC(=O)NCC2CCCO2)c(C)c1 (stereo not drawn),1%,0%,-17%,8%,1%,1%[10 µM],-2,-10%,-2%,0%,0%
CCn1c(SCCOc2ccc(Cl)cc2)nnc1-c1cccs1,28%,-4%,-10%,-13%,-2%,-1%,1,0%,-2%,-2%,-15%
Cc1nn(-c2ccccc2)c(C)c1/C=N/NC(=O)CSc1nnc(-c2ccccc2)n1-c1ccc(Cl)cc1,-1%,-5%,-1%,-5%,-26%,-19%,-8,-1%,-3%,7%,-4%
O=C(Nc1nnc(S(=O)(=O)N2CCCCC2)s1)c1ccc(Cl)cc1,4%,15%,6%,-8%,-6%,-2%,-15,-1%,-3%&-10%,5%,-7%
CCN(CC(=O)NCc1ccc(Cl)cc1)C(=O)CSc1ccc(F)cc1,·,0%,·,0%,·,·,10,-4%,1%,0%,-20%
COc1ccc(C2C(C(=O)N3CCN(c4ccccn4)CC3)CCC(=O)N2c2ccc(OC)cc2)cc1 (stereo not drawn),16%,-1%,-8%,-1%,4%,0%,3,-3%,-3%,7%,0%
O=C(c1ccc(Br)cc1)N(C1=NCCCCS1)c1ccccc1,1%,0%,-5%,15%,0%,-5%[0.365 µM],5,-3%,6%,-1%,-33%
COc1ccc2c(c1)c(=O)oc1c(C)c(OCc3ccc(C(=O)O)cc3)ccc12,23%,2%,?,3%,·,1%,-13,7%,24µM*,-5%,-1%
COc1ccc(C2c3ccc(O)cc3Oc3ncn4nc(-c5ccccn5)nc4c32)cc1 (stereo not drawn),15%,1%,·,-5%,1%,1%,-8,2%,2%,1%,-1%
O=C1CCN(c2ccc([N+](=O)[O-])cc2F)CC1,22%,0%,-1%,-7%,1%,-22%,-27,2%,4%,-1%,0%
c1ccc(CNc2c3ccccc3nc3ccccc23)cc1,-21%,12%,-15%,2%,·,-13%,-6,-1%[1.84 µM],3%,-13%,-81%
O=C(CCc1ccc(O)cc1)c1c(O)cc(O)cc1O,?,8%,?,1%,27%,-6%&3%&-11%,4,16%[46.1 µM],?,25%[46.1 µM],11%&4%
Cc1cccc(N2CCN(C(c3cccs3)c3nnnn3C(C)(C)C)CC2)c1C (stereo not drawn),-3%,2%,3%,-12%,3%,-2%,8,1%,2%,7%,-38%
CCC(C)NC(=O)COc1ccc(S(=O)(=O)N2CCOCC2)cc1 (stereo not drawn),4%,-3%,1%,8%,2%,-12%,-9,1%,12%,0%,2%
O=C(/C=C/c1ccccc1)N/C(=C/c1ccccc1)C(=O)Nc1cccc(C(=O)O)c1,2%,8%,20%,0%,-1%,-6%,-6,5%,24µM*,-1%,33%
Cc1cccc(C(=O)N2CCN(S(=O)(=O)N3CCCCC3)CC2)c1,18%,-1%,·,3%,-8%,6%,6,-1%,5%,-3%,-12%
COc1ccc(-c2cc(C(=O)NCc3cccnc3)no2)cc1OC,2%,3%,-11%,9%,-18%,-15%,-10,0%,-13%,-1%,-14%
CC(=O)C1=C(c2ccccc2)OC(N)=C(C#N)C1c1ccc(O)cc1 (stereo not drawn),-76%,-2%,0%,0%,-1%,?,0,0%,?,-2%,-12%
COc1ccccc1-c1nnc(SCC(=O)c2c(N)n(C3CC3)c(=O)[nH]c2=O)o1,·,-7%,·,2%,·,·,22,0%,-2%,-1%,-10%
CC(=O)Nc1ccc(Cc2nc3c([nH]2)c(=O)n(C)c(=O)n3C)cc1,-8%,-1%,12%,0%,0%,-2%,·,-5%[1.84 µM],3%,1%,·
CCC1CCC(C(=O)NC(C(=O)NCCCN2CCCCC2C)C(C)C)CC1 (stereo not drawn),-8%,-1%,-8%,14%,-5%,-1%,6,-3%,1%,-4%,5%
COCCNc1c(-c2ccc(O)cc2)nc2ccc(Cl)cn12,20%,15%,-18%,1%,-3%,?,-6,24%,?,27%,13%
CCCCOc1ccc(-c2ncc([N+](=O)[O-])cn2)cc1,35%,16%,·,?,-5%,1%,-12,3.2µM*,?,4µM*,66%
CC(=O)Nc1ccc2c(CSc3nnc(-c4cccnc4)n3-c3ccc(C)cc3C)cc(=O)oc2c1,28%,-20%,0%,-3%,3%,3%,7,-6%,0%,-2%,-27%

# An excerpt; count on the stated rates, not on these rows.
